# Screening results as filed in PubChem BioAssay.
# 3CLpro inhibitor – SARS-CoV 3CLpro protease inhibition; inhibition, % at 6 µM; AID 1706; recombinant SARS-CoV 3CLpro, quenched FRET peptide cleavage; 0.14% of 290,000 active; P0C6X7; in the data active = inhibition above about 12%
# PriA SSB inh – K. pneumoniae PriA-SSBct interaction inhibition | AlphaScreen SSBct-PriA binding, biotinylated peptide | inhibition, % at 33 µM | 0.6% of 430,000 active; in the data active = inhibition mostly above about 37%, no sharp cut-off; inactive = mostly below about 20%;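 also: plate controls were negative control peptide for no effect and reference peptide for full effect; strong numbers were not always called active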
# Yp Topo-I inh – blocks Yersinia pestis topoisomerase I activity; 0.064% of 360,000 active; activity, % at 10 µM; AID 504884; Y. pestis Topo-I cleavage product accumulation, plate reader; in the data active = activity above about 50%, passing the limit was not always enough; inconclusive = no clear call, values can overlap the other calls; also: inactives centre near 2
# Anthrax LF prot – blocks Bacillus anthracis lethal factor protease; P15917; multiplex microsphere protease cleavage assay, LF; inhibition, % at 10 µM; 0.12% of 360,000 active; also: plate controls were buffer without enzyme for full effect and enzyme alone for no effect
# Target sequence (P15917 whole entry, looked up): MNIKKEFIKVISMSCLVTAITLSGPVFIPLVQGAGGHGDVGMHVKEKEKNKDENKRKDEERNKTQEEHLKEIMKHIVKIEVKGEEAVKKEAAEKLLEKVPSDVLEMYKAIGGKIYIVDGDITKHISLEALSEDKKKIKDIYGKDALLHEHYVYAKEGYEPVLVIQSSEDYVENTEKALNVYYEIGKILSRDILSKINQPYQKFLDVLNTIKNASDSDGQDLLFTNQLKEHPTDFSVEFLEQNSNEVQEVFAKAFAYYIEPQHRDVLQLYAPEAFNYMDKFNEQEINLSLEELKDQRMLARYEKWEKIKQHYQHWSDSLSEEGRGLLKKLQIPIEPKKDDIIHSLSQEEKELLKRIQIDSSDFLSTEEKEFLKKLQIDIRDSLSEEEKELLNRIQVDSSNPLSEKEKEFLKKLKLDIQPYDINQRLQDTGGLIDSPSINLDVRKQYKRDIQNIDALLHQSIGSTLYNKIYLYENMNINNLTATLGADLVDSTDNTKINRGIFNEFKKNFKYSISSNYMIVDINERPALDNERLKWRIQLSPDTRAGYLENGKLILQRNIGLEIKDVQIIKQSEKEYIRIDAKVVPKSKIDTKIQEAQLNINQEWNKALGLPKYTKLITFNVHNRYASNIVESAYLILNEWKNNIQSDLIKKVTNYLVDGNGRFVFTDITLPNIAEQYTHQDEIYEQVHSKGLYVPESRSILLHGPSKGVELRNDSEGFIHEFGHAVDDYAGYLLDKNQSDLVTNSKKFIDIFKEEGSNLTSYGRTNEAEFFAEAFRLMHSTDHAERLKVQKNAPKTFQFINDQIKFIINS
# BoNT-A LC inh2 – BoNT A light chain protease inhibition; multiplex microsphere protease substrate cleavage, flow cytometry; inhibition, % at 10 µM; 0.17% of 360,000 active; also: plate controls were buffer without enzyme for full effect and enzyme alone for no effect
# PrPC surface inh – cell surface PrPC inhibition, primary TR-FRET screen | inhibition, % at 13.8 µM | TR-FRET read-out | 0.43% of 370,000 active; in the data active = inhibition above about 24%; also: 0% = median of the test wells and 100% = reference compound wells
# TcdB GH inh – inhibitors of Clostridioides difficile toxin B glycohydrolase; P18177; TcdB glycohydrolase enzymatic assay, plate reader; inhibition, % at 9.99 µM; 0.24% of 350,000 active; in the data active = inhibition above about 10%
# BH1578 lux ind – inducers of Vibrio cholerae quorum light production without autoinducers. V. cholerae BH1578 lux reporter, luminescence, 6 h. activation, % at 18.7 µM. 0.16% of 350,000 active. AID 588436; in the data active = activation mostly above about 9.7%, no sharp cut-off; inconclusive = no clear call, values can overlap the other calls; inactive = mostly below about 3.7%; also: not every result past the cut was called active; inactives centre near 0; reference of the scale not given here
# PfHsp40 yeast – compounds rescuing yeast from Plasmodium falciparum HSP40 toxicity | growth rescue, % at 12.5 µM | 0.68% of 340,000 active | S. cerevisiae expressing PfHsp40, growth rescue, ATP luminescence; in the data active = growth rescue above about 28%, passing the limit was not always enough; inconclusive = no clear call, values can overlap the other calls;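 also: yeast W303a lacking pdr1 and pdr3 grown in galactose medium; growth measured after three days at 30 °C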
# An asterisk follows results filed as active; i = inactive; ? = inconclusive; . = not tested or not shown; & = joins results of further samples. Rule as the data show it, unless noted: active = inhibition above about 30%; inconclusive = no clear call, values can overlap the other calls; inactive = below that. Only part of the results is shown; count on the stated rates, not on these rows.
smiles	3CLpro inhibitor	PriA SSB inh	Yp Topo-I inh	Anthrax LF prot	BoNT-A LC inh2	PrPC surface inh	TcdB GH inh	BH1578 lux ind	PfHsp40 yeast
O=C(Nc1cccc2ccccc12)c1csc([C@@H]2C[C@H](O)[C@@H](CO)O2)n1	.	.	-9.4	-0.5	0.3	-8.3	-0.5	-1.0	.
CCc1ccccc1NC(=O)Nc1cccn(Cc2ccc(F)cc2)c1=O	1.6	-5.5	8.6	-1.5	-1.4	15.5	0.7	-0.7	0.8
COc1ccccc1NC(=O)CN1CCCCCC1	-3.0	1.6	5.8	-2.9	-0.9	-7.1	1.7	-0.7	-0.3
Cc1cc(NC(=O)C2CCCC2)n(-c2nc3ccccc3[nH]2)n1	0.0	-15.2	9.0	-0.6	3.3	1.1	.	-0.3	-1.1
Cc1ccc(C)c(-c2cc(C(=O)NN3CCOCC3)c3ccccc3n2)c1	-1.5	2.3	-1.9	-3.1	-0.6	2.2	-0.3	2.8	-0.7
CCc1cc2c(=O)c(-c3ccon3)c(N)oc2cc1OC	4.1	-5.6	13.2	-0.9	-0.9	-0.1	0.1	3.2	-0.8
CCOC(=O)CNC(=O)/C=C/c1c(Cl)cccc1Cl	-4.8	-5.2	0.0	-0.3	-1.1	2.6	.	-0.3	0.7
O=C1CC(N2CCN(C(c3ccccc3)c3ccccc3)CC2)C(=O)N1 (stereo unspecified)	-6.9	-2.7	0.9	-8.1	0.5	0.8	-0.8	.	-1.9
COC(=O)c1ccc(N2CCN(S(=O)(=O)c3ccc4ccccc4c3)CC2)c([N+](=O)[O-])c1	-2.9	-7.3	-7.6	-2.1	0.5	6.1	.	i	-1.2
CSCCC(NC(=O)C1CCC(C)CC1)C(=O)N1CCN(c2ccccn2)CC1 (stereo unspecified)	-1.8	-5.3	13.2	2.3	-0.3	-9.9	.	-0.3	-1.4
O=C1CC(c2ccccc2)=NO1	.	-3.1	1.0	-5.0	-0.3	-2.3	-1.5	-7.1	-0.4
COc1ccc2c(C(=O)c3ccc(Cl)cc3)n(CCCC(N)=O)[n+]([O-])c2c1	.	-2.8	-2.5	0.0	-0.7	-2.4	-0.2	1.2	3.3

smiles	3CLpro inhibitor	PriA SSB inh	Yp Topo-I inh	Anthrax LF prot	BoNT-A LC inh2	PrPC surface inh	TcdB GH inh	BH1578 lux ind	PfHsp40 yeast
O=Cc1cn(-c2ccccc2)nc1-c1cc2c(ccc3ccccc32)oc1=O	2.2	-9.8	6.8	0.9	0.4	5.6	.	i	-0.6
Cc1ccc(NC(=O)CN2C(=O)NC(Cc3c[nH]c4ccccc34)C2=O)cc1S(=O)(=O)N1CCCCC1 (stereo unspecified)	3.5	18.5	-10.1	-2.2	-0.7	7.5	.	-0.3	0.0
CC(C)(C)C(=O)Nc1ccc(N2CCN(c3ccc(C(F)(F)F)cn3)CC2)nc1	1.9	-6.7	0.0	0.8	-0.3	0.5	1.3	-0.6	-0.9
Cc1ccc2nc(-c3ccc(Cl)cc3)c(Cc3cccc(Cl)c3)n2c1	.	.	.	3.3	-1.0	-5.9	1.0	.	.
O=C1/C(=C\c2ccsc2)N2CCC1CC2	1.8	-18.5	-1.6	-5.6	-0.1	-1.4	-0.3	-0.8	0.3
CC(C)(C)[C@H]1C=C(C(=O)NCc2nc3ccccc3[nH]2)O[C@@H](OCc2ccc(CO)cc2)C1	.	4.2	-1.9	6.2	0.1	8.9	0.6&0.9	-0.2	-0.3
CC1CN(c2oc(-c3ccco3)nc2C#N)CC(C)O1 (stereo unspecified)	-2.7	-4.5	-3.1	-9.0	-0.1	-4.2	.	i	-1.8
CCOC(=O)c1ccc(NS(=O)(=O)c2c(C)n(C)c(=O)n(C)c2=O)cc1	-0.7	1.1&4.0	0.8	-11.9	-0.4	-1.8	0.6	-0.3	-0.1
O=C(Oc1cccc(Br)c1)c1cccnc1	1.6	-3.1	-12.8	-4.1	-1.3	1.2	.	i	-0.1
Cn1cc(CN2CCC(C(=O)NC(c3ccc(-c4ccccc4)cc3)c3cnccn3)CC2)c2ccccc21 (stereo unspecified)	.	.	4.2	0.9	-0.6	-23.7	-7.9	-0.5	.
COc1ccc(C(=O)Nc2ccnn2C2CCN(CC3CC=CCC3)CC2)cc1 (stereo unspecified)	-1.3	-6.8	-3.9	-0.1	-2.7	-10.8	0.3	-0.3	-0.9
O=C(OCC#CCSc1nnc(-c2cccc3ccccc23)o1)c1cnc[nH]1	.	-8.6	6.1	4.5	-0.7	-8.9	1.4	6.7	1.3

smiles	3CLpro inhibitor	PriA SSB inh	Yp Topo-I inh	Anthrax LF prot	BoNT-A LC inh2	PrPC surface inh	TcdB GH inh	BH1578 lux ind	PfHsp40 yeast
Cc1ccc(OCC(O)Cn2c(N)nc3c2c(=O)n(C)c(=O)n3C)cc1 (stereo unspecified)	2.4	1.2	-6.5	2.4	-0.1	5.8	0.9	-0.3	-1.5
CCCCCC(O)CCCC(=O)O (stereo unspecified)	.	-15.7	0.5	-9.9	0.4	-3.9	1.1	-0.3	?
O=C(CC1SCCNC1=O)Nc1ccc(F)c(Cl)c1 (stereo unspecified)	3.0	-10.1	-6.3	-2.2	0.7	2.0	0.7	2.7	-0.6
Cc1cc(C)c(NC(=O)CNC(=O)c2cc(C3CC3)nn2-c2ccccc2)c(C)c1	.	-6.7	25.8	-2.9	-0.4	-6.9	0.7	-1.9	-0.3
CC(/C=C/c1ccccc1)=N\NC(=O)CCc1ccccc1	-2.4	.	-2.6	0.2	-1.1	1.6	1.0	-0.2	1.5
CCOc1ccccc1NC(=O)[C@@H](NC(=O)c1cccc(S(=O)(=O)N2CCOCC2)c1)C(C)C	0.7	-21.5	-20.8	1.7	-0.2	0.7	2.8	-0.3	-0.7
CC1CN(CC(=O)Nc2ccc([N+](=O)[O-])cc2Br)CC(C)O1 (stereo unspecified)	6.2	-5.7	-3.9	-3.5	0.1	-12.8	0.1	2.8	-0.1
CC(=O)c1sc2nc(-c3ccccc3)cc(C)c2c1N	-1.3	-13.6	8.7	.	.	-13.5	-0.1	0.8	-0.7
O=c1[nH]c2cccc(Cl)c2c2ccccc12	.	.	-7.3	-5.0	0.7	6.6	-0.7	i	.
COc1cccc(N(C(=O)c2snc(C(N)=O)c2N)C(C(=O)NCC2CCCO2)c2cccs2)c1 (stereo unspecified)	-2.5	2.7	21.0	14.3	3.0	-12.8	1.2	-0.5	1.4
CCN(CC)CCNc1nc2nonc2nc1NCCN(CC)CC	0.6	-9.0	-6.8	-3.0	0.6	-10.5	0.3	-0.8	-0.2
Cc1ccc2oc(=O)c3cnn(CC(=O)N4CCc5ccccc5C4)c3c2c1	.	1.8	4.8	0.7	-0.6	7.2	-0.2	-0.4	-1.3

smiles	3CLpro inhibitor	PriA SSB inh	Yp Topo-I inh	Anthrax LF prot	BoNT-A LC inh2	PrPC surface inh	TcdB GH inh	BH1578 lux ind	PfHsp40 yeast
CC1CCc2sc(C(=O)N/N=C/C3CCCCC3)cc2C1 (stereo unspecified)	9.0	.	5.0	-0.3	0.2	-3.1	0.5	-0.5	-0.5
Cc1ccccc1CCN(C(=O)c1csnn1)C(C(=O)NC1CCCC1)c1ccncc1 (stereo unspecified)	1.8	-9.9	13.9	4.7	0.7	0.9	0.5	-0.2	-0.1
CCOC(=O)c1sc(NC(=O)CSc2nc(C)cc(C)n2)c(C#N)c1C	1.7	-0.3	-9.4	0.6	-0.8	-2.2	.	-0.4	0.5
CC1=C(/C=C/C(=O)O)C(C)(C)CCC1	0.4	-2.7	-4.6	-10.4	1.0	-1.6	.	i	-0.1
C=CCNC(=O)NC(=O)COC(=O)c1nc2nccc(C)n2n1	5.1	-16.1	3.5	-1.3	0.0	-4.6	-0.8	-0.4	-0.1
CCOC(=O)C1(C)CCN1C(=O)c1cccc(C(F)(F)F)c1 (stereo unspecified)	.	.	-1.2	3.2	0.2	-3.1	0.9	i	.
Cc1ccc(S(=O)(=O)NC(C(=O)Oc2ccc3c(C(F)(F)F)cc(=O)oc3c2)c2ccccc2)cc1 (stereo unspecified)	1.6	5.9	-1.7	-2.9	-0.6	0.5	1.0	-6.2	-1.0
CCOC(=O)C1CCN(c2c(N3CCN(Cc4ccccc4)CC3)c(=O)c2=O)CC1	-2.0	-2.0	20.8	-12.9	-1.7	-9.1	-0.2	-0.2	-0.6
O=c1[nH]c2ccc(N=Cc3c(O)ccc4cc(Br)ccc34)cc2[nH]1	3.8	4.0	0.8	-5.2	1.1	2.1	0.8	3.3	-1.0
Cc1ccc(S(=O)(=O)N2CCN(Cc3cccc(C)c3O)CC2)cc1	0.1	5.7	-8.1	-1.3	0.5	-4.8	.	i	1.1
Cc1cn([C@H]2C[C@H](O)[C@@H](/C=C/C(=O)NCCC(c3ccccc3)c3ccccc3)O2)c(=O)[nH]c1=O	.	.	.	5.4	-1.0	2.4	1.5	.	.
S=c1[nH]nc(-c2cc(-c3ccccc3)n[nH]2)n1/N=C/c1c(Cl)cccc1Cl	2.2	.	2.8	-0.8	-3.3	-5.5	3.2	-0.4	3.9

smiles	3CLpro inhibitor	PriA SSB inh	Yp Topo-I inh	Anthrax LF prot	BoNT-A LC inh2	PrPC surface inh	TcdB GH inh	BH1578 lux ind	PfHsp40 yeast
CCNC(=O)C(=O)Nc1ccc(OC)c(Cl)c1	1.6	2.0	-2.3	-7.3	0.4	-0.5	0.7	1.4	0.7
COc1ccc(Nc2oc(COc3ccc(OC)cc3)nc2C#N)cc1	2.5	32.3	-5.8	-3.8	-0.4	10.1	.	i	-0.4
CCCNC(=O)C1(C)CCN(Cc2ccc(Cl)c(Cl)c2)C1 (stereo unspecified)	.	.	-1.4	0.2	-0.7	6.9	-1.3	-1.1	.
CC(=O)NC(Cc1cccc(F)c1)C(=O)NC1CCN(C(=O)c2cccc(C)c2)CC1 (stereo unspecified)	3.4	-6.5	3.7	0.1	0.0	-6.4	-0.7	0.9	0.5
CCn1c(SCC(=O)Nc2ccc3c(c2)OCCO3)nc2c(c1=O)SC(C)C2 (stereo unspecified)	1.8	5.6	-6.5	-2.2	-0.2	-5.8	.	i	-0.5
O=C(CC1NCCc2ccccc21)Nc1cccc(Cl)c1 (stereo unspecified)	-4.2	-8.6	1.4	-9.4	-2.5	1.1	1.1	-0.6	0.1
CCOC(=O)Cn1c(=NC(=O)c2cccs2)sc2cc(C(=O)OC)ccc21	5.5	-3.4	0.1	-1.1	-0.5	0.6	.	-0.5	-0.3
NC(=O)COC(=O)C12CC3CC(CC(O)(C3)C1)C2	1.1	-21.5	9.2	4.2	3.6	7.3	-1.1	-0.6	-0.4
COC(OC)c1ccc(C#N)c(SCc2ccccc2)n1	4.2	-52.4	7.1	-6.2	-0.8	5.8	-0.2	i	8.0
Cn1nccc1NC(=O)NC(=O)c1c(Cl)cccc1Cl	1.3	7.2	3.0	-0.4	-0.8	5.1	1.9	-0.3	3.1
CCOc1ccc(CN2CCN(S(=O)(=O)c3ccc(NC(C)=O)cc3)CC2)cc1OC	2.1	-5.9	9.1	-1.9	-0.6	2.9	1.1	-0.1	-1.7
COc1cccc(-c2cc3nc4c(c(N5CCC6(CC5)OCCO6)n3n2)CCC4)c1	-1.8	-18.1	-14.1	-1.5	-0.7	6.8	-4.0	i	-0.3

smiles	3CLpro inhibitor	PriA SSB inh	Yp Topo-I inh	Anthrax LF prot	BoNT-A LC inh2	PrPC surface inh	TcdB GH inh	BH1578 lux ind	PfHsp40 yeast
COc1cc(NC(=O)c2ccc(CNc3c(N4CCOCC4)c(=O)c3=O)cc2)cc(OC)c1	-2.4	-7.3	-0.8	-5.4	-1.1	-7.6	0.1	.	-0.9
O=C1c2ccccc2S(=O)(=O)c2cc(C(=O)N(c3ccccn3)c3ccccn3)ccc21	1.5	-0.2	2.2	0.1	-0.1	-38.4	.	-0.6	-1.4
COc1ccc(C(=O)NCc2nnc(SCC(=O)c3ccccc3)n2C)cc1	1.8	7.0	0.2	0.0	-0.1	2.7	0.4	i	0.5
O=C(NCc1cccs1)C(=O)NCC1OCCCN1S(=O)(=O)c1ccc(F)cc1 (stereo unspecified)	0.5	-1.6	-5.5	-3.2	-5.3	-1.2	-1.3	-0.4	-0.1
Cc1cc(C)n(-c2nc3ccccc3[nH]c2=O)n1	3.1	-0.7	-2.1	0.2	0.6	-9.2	.	i	-0.3
CCOC(=O)c1cccc(NS(=O)(=O)Cc2ccccc2)c1	3.1	-8.9	-1.9	-1.5	-1.2	2.3	2.0	-0.8	-0.4
